STK33 inh = inhibitors of human STK33 kinase | Q9BYT3 | purified STK33, MBP phosphorylation, ADP-Glo luminescence | inhibition, % at 10 µM | hit rate 0.073% among 320,000 | AID 2661;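 active means inhibition at or above 25%, using the most active replicate where run in duplicate; inactive means inhibition below 25%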
Target sequence (Q9BYT3 whole entry, looked up): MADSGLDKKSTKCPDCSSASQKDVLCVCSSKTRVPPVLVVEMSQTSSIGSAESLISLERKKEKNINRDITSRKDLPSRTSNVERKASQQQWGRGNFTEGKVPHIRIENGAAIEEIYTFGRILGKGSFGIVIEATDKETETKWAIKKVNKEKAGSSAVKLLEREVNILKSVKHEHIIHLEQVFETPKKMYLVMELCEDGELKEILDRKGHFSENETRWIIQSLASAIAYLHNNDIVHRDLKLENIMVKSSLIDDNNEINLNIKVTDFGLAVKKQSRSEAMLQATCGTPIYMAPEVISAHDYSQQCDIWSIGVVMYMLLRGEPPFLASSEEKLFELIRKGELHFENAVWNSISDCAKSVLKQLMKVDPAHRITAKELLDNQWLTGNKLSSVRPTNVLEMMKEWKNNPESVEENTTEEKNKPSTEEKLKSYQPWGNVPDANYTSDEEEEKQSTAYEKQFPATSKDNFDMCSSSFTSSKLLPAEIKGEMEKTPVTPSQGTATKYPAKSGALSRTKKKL
OX1R FRET antag = blocks the human orexin 1 receptor. OX1R-expressing cells, FRET antagonist read-out. inhibition, % at 6.6 µM. hit rate 1.8% among 330,000. AID 485270; in the data active means inhibition mostly above about 38%, no sharp cut-off; inactive means mostly below about 40%;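 further: 0% = agonist challenge alone and 100% = reference antagonist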
Target sequence (O43613 whole entry, looked up): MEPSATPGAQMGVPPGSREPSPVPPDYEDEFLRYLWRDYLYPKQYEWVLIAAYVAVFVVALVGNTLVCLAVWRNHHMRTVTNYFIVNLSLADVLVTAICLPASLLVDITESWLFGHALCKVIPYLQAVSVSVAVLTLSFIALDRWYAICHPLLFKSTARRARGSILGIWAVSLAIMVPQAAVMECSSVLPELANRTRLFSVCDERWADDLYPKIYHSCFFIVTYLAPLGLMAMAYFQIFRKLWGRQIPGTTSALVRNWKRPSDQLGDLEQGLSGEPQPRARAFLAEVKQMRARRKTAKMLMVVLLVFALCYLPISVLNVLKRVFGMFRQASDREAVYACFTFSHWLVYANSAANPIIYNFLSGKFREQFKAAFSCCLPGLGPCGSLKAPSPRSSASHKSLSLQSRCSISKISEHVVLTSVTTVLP
KCNQ2 block = KCNQ2 potassium channel inhibitors, primary screen, cell-based, CHO-K1, FluxOR thallium flux, B-score (AID 2156); O88943; 20 min; hits give low values; B-score at 10 µM; hit rate 1.1% among 310,000;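 active means fluorescence ratio B-score at most minus 3 library SDs, with starting brightness B-score within 2 library SDs, cut at about -5.5 in these data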
Numbers without * were called inactive; i = inactive; / = no result given.

SMILES	STK33 inh	OX1R FRET antag	KCNQ2 block
COc1ccc(/C(O)=C2/C(=O)C(=O)N(c3ncccn3)C2c2ccc(OC)c(OC)c2)cc1 (stereo not given)	/	39	i
Cc1nc(C/C(=N\Nc2ccccc2)c2ccc(O)cc2O)cs1	-0.6	7	i
Cc1ccc(CS(=O)(=O)c2cn(CC(=O)N3CCOCC3)c3ccccc23)cc1	0.1	10	i
O=C1OC(c2ccc(Cl)cc2)/C(=C(/O)c2ccccc2)C1=O (stereo not given)	-0.9	9	i
CCN(CC)S(=O)(=O)c1ccc(N2CCOCC2)c(NC(=O)c2cc(=O)[nH]c3ccccc23)c1	10	19	i
Cc1oc(C(C)(C)C)cc1C(=O)Nc1ccc2c(c1)OCO2	-1.3	8	i
C(=N\Nc1nn2cnnc2c2ccccc12)/c1ccco1	0.9	19	i
O=C1CC(N2CCSCC2)C(=O)N1c1cccc(Cl)c1 (stereo not given)	0.4	1	i
COc1ccc(S(=O)(=O)N(C)C[C@H]2Oc3ccc(NC(=O)Nc4ccc(C(F)(F)F)cc4)cc3C(=O)N([C@H](C)CO)C[C@@H]2C)cc1	0.7	2	/
C/C(=N\NC(=O)c1ccc(NS(=O)(=O)c2cccs2)cc1)c1cccs1	-0.6	18	i
Cc1cc(Nc2ccccc2Cl)n2nnnc2n1	-1.3	17	i
O=C(NCc1ccccc1F)C(=O)NCC1CCCN1S(=O)(=O)c1cccs1 (stereo not given)	-1.4	7	i
Cc1ccc(C(C)C)c(OCCNC(=O)c2cncc(Br)c2)c1	0.3	32	i
CC(=O)NS(=O)(=O)c1ccc(NC(=O)[C@@H]2CCCN2S(=O)(=O)c2ccc(Cl)cc2)cc1	-0.6	5	/
CCN(CC)CCNC(=O)c1ccc(NC(=O)c2ccc(C(=O)c3ccccc3)cc2)cc1	-1.0	13	i
COc1cc(C)c(CN2CCC(n3nccc3NC(=O)C3CC3)CC2)cc1C	0.5	24	i
Cc1nnc(SC(C)C(=O)Nc2ncc(Cl)cc2Cl)n1Cc1ccccc1 (stereo not given)	-1.3	30	i
CC(C)CCNc1nc(N)c([N+](=O)[O-])c(NC2CCCCC2)n1	-1.4	5	i
CC(C)Oc1ccccc1/C=N/NC(=O)C1CC1	-0.2	15	i
C=CCn1c(=O)c2c(nc3n2CCN3c2cccc(Cl)c2C)n(C)c1=O	0.0	13	i
O=C(CNc1ccccc1)N/N=C/c1ccc([N+](=O)[O-])o1	-0.9	51*	i
Cc1ccc(C)c(NC(=O)c2cc(S(=O)(=O)N3CCCCC3)ccc2N2CCOCC2)c1	0.1	-2	/
Cc1nc2c(C)cccn2c1C(=O)N/N=C/c1ccccc1[N+](=O)[O-]	0.3	16	i
COc1ccc(CCNC(=O)CS(=O)Cc2nc(-c3ccccc3F)oc2C)cc1OC (stereo not given)	-0.5	12	i
CCN1CCN(c2nn3c(=O)c4ccccc4nc3c3ccccc23)CC1	2.4	27	i

Taken from above:
Entry of Cc1cc(Nc2ccccc2Cl)n2nnnc2n1 under OX1R FRET antag: 17
Entry of Cc1nnc(SC(C)C(=O)Nc2ncc(Cl)cc2Cl)n1Cc1ccccc1 (stereo not given) under OX1R FRET antag: 30
Entry of CCN1CCN(c2nn3c(=O)c4ccccc4nc3c3ccccc23)CC1 under STK33 inh: 2.4

New compounds follow:
SMILES	STK33 inh	OX1R FRET antag	KCNQ2 block
CC(=O)Nc1ccc(S(=O)(=O)N[C@@H](C)C(=O)OCc2cc([N+](=O)[O-])cc3c2OCOC3)cc1	-0.1	20	i
Cc1ccccc1CN1CCc2cc([N+](=O)[O-])ccc21	-0.8	29	i
CS(=O)(=O)c1ccc(-c2nnn(CC(=O)N3CCCCC3)n2)cc1	-2.2	6	i
COC(=O)COc1ccc(C(=O)Cn2c(NCCCO)nc3ccccc32)cc1	-1.6	2	i
CC(=O)/C(C#N)=C1\NC(=O)C(Cc2ccccc2)S1 (stereo not given)	0.1	17	i
O=C(/C=C/c1ccc(Cl)cc1)Nn1c(-c2cccs2)nc2ccccc2c1=O	-1.2	3	i
Cc1ccccc1C(=O)N1CCC(C(N)=O)CC1	-2.0	5	i
CCC(=O)N(C)CCc1cc2c(c(OC)c1/C=N/Nc1ccc(C(=O)O)cc1)OCO2	0.0	16	i
O=c1[nH]c(-c2ccccn2)cc2ccccc12	4.8	40	i
CCC(C)NC(=O)Cn1cnc([N+](=O)[O-])c1 (stereo not given)	0.3	12	i
CCN(Cc1cccs1)C(=O)c1cccc(S(=O)(=O)N2CCN(C)CC2)c1	0.0	3	/
O=C(NCc1ccccc1)c1cc2ccc(O)cc2oc1=O	-1.1	17	i
CCOc1ccc(NC(=O)C2=C(C)NC(=S)NC2c2ccc(O)c(OC)c2)cc1 (stereo not given)	-1.2	14	i
COc1ccc(CC(=O)O/N=C(\N)c2ccccn2)cc1OC	1.9	/	i
COC(=O)c1ccccc1NC(=O)NCc1c(C)nn(C)c1C	-1.1	6	i
CC(=O)c1ccc(NC(=S)N(CCCN(C)C)Cc2ccccc2)cc1	-2.1	2	i
COc1ccc(NC(=O)CC2SC(N3CCCCC3)=NC2=O)cc1OC (stereo not given)	0.7	-2	/
CCN(CC)CCn1c(N)nc2ccccc21	4.3	7	i
COc1ccccc1Cn1nnc2c(=O)[nH]c(C3CCN(C(=O)c4ccccc4Cl)CC3)nc21	1.7	11	i
COc1cccc(C2=Nn3c(nnc3-c3ccccc3O)SC2)c1	0.3	15	i
COc1ccc(-c2cc(=Nc3ccc(C(=O)O)cc3)c3cc(C)ccc3o2)cc1	2.3	22	i
COc1ccc(CN2CCNC(=O)C2CC(=O)N(C)Cc2nccn2C)cc1OC (stereo not given)	-2.4	-1	i
Fc1cccc(NCCc2c[nH]c3ccccc23)n1	0.1	5	i
NC(=NC1CCCCC1)c1ccc(Cl)cc1	2.0	14	i
C=CC1=C2C=C(C3CC3)N(CCCN(CC)CC)C=C2C(=O)C(C)(OC(=O)c2ccco2)C1=O (stereo not given)	-0.4	38	i
Next records follow.
SMILES	STK33 inh	OX1R FRET antag	KCNQ2 block
COC(=O)Cn1c(=NC(=O)c2ccc(Cl)s2)sc2cc(C)ccc21	-1.3	8	i
Cc1ccc(NC(=O)C2(c3ccccc3)CC2(Cl)Cl)cc1C (stereo not given)	0.4	8	i
CC(C)(C)c1cc(CN(CCO)CCO)c(O)c(C(C)(C)C)c1	0.5	7	i
O=c1c2cnn(-c3ccccc3)c2nc(-c2cccs2)n1-c1ccc(Cl)cc1	-0.6	15	i
Cc1nc(SCC(=O)N2CCOCC2)c2ccsc2n1	-0.1	9	i
COc1ccc(-c2nc3ccccc3c(=O)n2N)cc1	-1.3	12	i
C[C@H](CO)N1C[C@H](C)[C@@H](CN(C)Cc2ccc(C(=O)O)cc2)Oc2c(cccc2N(C)C)C1=O	-0.1	2	/
COc1ccccc1N1C(=O)CC(N(O)c2ccccc2)C1=O (stereo not given)	-1.0	9	i
CCN(Cc1cnn(C)c1)Cc1nc(Cc2ccccc2Cl)no1	0.5	3	i
COc1ccccc1NC(=O)c1cc(=O)[nH]c2ccccc12	2.8	1	i
COc1cccc(OC)c1OCCCN1CCOCC1	-1.5	13	i
CC1CCc2c(C(=O)Nc3ccccn3)csc2C1 (stereo not given)	1.2	10	i
COCCCn1c(SCC(=O)Nc2nnc(C)s2)nnc1-c1ccoc1C	-1.1	24	i
CC(=O)Nc1ccc(SCC(=O)O)cc1	-1.8	8	i
CC(=O)Nc1cc(S(=O)(=O)Nc2ccccc2C)c(C)cc1C	-0.1	8	i
CC/C(C)=C1\SC(N2CCN(C(C)=O)CC2)=NC1=O	-0.7	10	i
Cc1ccc(C(=O)O)cc1NC(=O)CCc1ccccc1	-1.8	14	i
O=S(=O)(c1ccc2ccccc2c1)n1cnc2ccccc21	-0.9	17	i
COc1ccccc1CNC(=O)C(C)NS(=O)(=O)c1ccc(C)cc1 (stereo not given)	0.9	14	i
COc1ccc(-c2c3c(nc4sc(C(=O)Nc5cc(C)on5)c(N)c24)CCC3)cc1	-1.0	6	i
CN1CCN(C(=O)c2cc3nc(-c4ccc(F)cc4)cc(C(F)(F)F)n3n2)CC1	2.3	49	i
CCC(C)c1ccccc1NC(=O)c1[nH]c(C)c(C(C)=O)c1C (stereo not given)	-0.2	27	i
COc1ccc(-c2sc3cc(OC)c(OC)cc3c2C#CC(C)(C)O)cc1	-1.2	4	/
CCCC(=O)Nc1nnc(-c2ccc(Cl)s2)o1	-0.2	12	i
Cc1ccc(Cl)cc1NC(=O)COC(=O)c1ccccc1O	1.8	15	i

Looked up by compound from the list above, 2 records:
SMILES	STK33 inh	OX1R FRET antag	KCNQ2 block
CC1CCc2c(C(=O)Nc3ccccn3)csc2C1 (stereo not given)	1.2	10	i
COc1ccc(-c2sc3cc(OC)c(OC)cc3c2C#CC(C)(C)O)cc1	-1.2	4	/

Molecules above containing an aryl thioether with sulfur outside any ring, in the order listed:
SMILES	STK33 inh	OX1R FRET antag	KCNQ2 block
Cc1nnc(SC(C)C(=O)Nc2ncc(Cl)cc2Cl)n1Cc1ccccc1 (stereo not given)	-1.3	30	i
Cc1nc(SCC(=O)N2CCOCC2)c2ccsc2n1	-0.1	9	i
COCCCn1c(SCC(=O)Nc2nnc(C)s2)nnc1-c1ccoc1C	-1.1	24	i
CC(=O)Nc1ccc(SCC(=O)O)cc1	-1.8	8	i

Later entries:
SMILES	STK33 inh	OX1R FRET antag	KCNQ2 block
O=c1c2ccccc2ncn1CCCSc1ccccc1	-0.9	9	i
CCOC(=O)c1cc(-c2ccccc2)n(CC(=O)Nc2ccc(OC)cc2)c1C	0.8	16	i
COc1ccc(C(=O)Oc2cc(/C=N/NS(=O)(=O)c3ccc(C)cc3)ccc2OC)cc1	-0.2	2	i
O=C(C[C@@H]1C/C=C\C[C@H](Cc2ccc(F)cc2)C(=O)OC[C@@H]2CCCN2C1=O)N[C@H](CO)Cc1ccccc1	0.0	9	/
O=C1NCCCc2c1oc1cc(Br)c(O)c(Br)c21	12	19	i
CCOc1ccc(Br)cc1S(=O)(=O)NCc1ccc(S(N)(=O)=O)cc1	-0.5	9	i
O=C(COC(=O)c1cc(S(=O)(=O)N2CCOCC2)ccc1F)c1ccccc1	-0.8	8	/
CCCc1cc(C(=O)N(C)CC(=O)Nc2ccc(OCC)c(OCC)c2)sc1C	-1.1	10	i
COC(=O)c1ccccc1NC(=O)COC(=O)CSCC(=O)N1CCOCC1	-0.8	12	i
CN(C)c1cc[n+](CC(=O)Nc2ccc(Cl)c([N+](=O)[O-])c2)cc1	-1.3	27	i
O=C(COC(=O)c1cnc(Cl)c(Cl)c1)c1ccc(F)cc1	-0.2	6	/
O=C(NCc1nc(-c2ccccc2)no1)c1ccc2c(c1)OCO2	0.1	6	i
CC(C)(C)OC(=O)N/N=C/c1cc(N=Nc2ccccc2)ccc1O	-2.1	13	i
CCOc1c([N+](=O)[O-])cc2c(C)c(C(=O)N3CCN(C)CC3)oc2c1OCC	-0.5	22	i
Cc1cccc(OCC(=O)OCC(=O)Nc2ccc(Cl)cn2)c1	-2.2	4	/
COc1ccc(-c2cn3cccnc3n2)cc1NC(=O)c1cc(OC)c(OC)c(OC)c1	-1.3	30	i
Oc1cccc2c(-c3nn[nH]n3)ccnc12	-1.8	14	/
Cc1cccc(C(C)C)c1NC(=O)c1cccnc1	-1.6	22	i
CCN(CC(=O)Nc1cc(C)nn1-c1nc(C)cc(C)n1)Cc1ccccc1	-1.5	6	i
COC(=O)C1=CN(c2ccc(F)cc2)C=C(C(=O)OC)C1c1ccc(O)cc1	0.9	0	i
CN1CCN(NS(=O)(=O)c2ccc(Cl)cc2)CC1	-0.2	18	i
Cc1noc(C)c1S(=O)(=O)N1CCCC(C(=O)NCCc2ccc(Cl)cc2)C1 (stereo not given)	-0.3	13	i
COc1cccc(CNc2ccc([N+](=O)[O-])c(NCC(=O)O)n2)c1	-0.8	40	i
CNc1nc(N)c([N+](=O)[O-])c(NC2CCCCC2)n1	-0.6	/	i
O=c1cc(CN2CCN(Cc3ccccc3)CC2)c2cc(O)ccc2o1	0.6	12	i
(next part)
SMILES	STK33 inh	OX1R FRET antag	KCNQ2 block
Cc1cccc(C)c1OCc1nnc(SCC(=O)NCCc2ccccc2)o1	-1.0	15	i
Cc1ccccc1N(CC(=O)NCC1CCCO1)C(=O)CCC(=O)Nc1nccs1 (stereo not given)	-0.8	14	i
CCOC(=O)C1=C(c2ccccc2)O/C(=C(/C#N)C(F)(F)F)S1	-2.8	6	i
CCC(C)(C)NC(=O)CN(C(=O)c1snc(C(N)=O)c1N)c1ccc(OC)c(OC)c1	-0.8	22	/
COc1ccccc1NC(=O)CSc1nnc(CNC(=O)COc2ccc(Cl)cc2)o1	-1.2	21	i
O=c1oc(-c2ccc(Cl)c(Cl)c2)nn1-c1ccc(C(F)(F)F)cn1	-1.3	-2	i
COc1ccc(N(CC(=O)N2CCc3ccccc3C2)S(C)(=O)=O)cc1	-2.0	1	i
Cc1ccc(C(=O)CSc2nnc(-c3ccccc3)o2)cc1	0.9	24	i
COC(=O)c1sccc1NC(=O)CC1C(=O)NCCN1C(=O)Nc1cc(Cl)ccc1OC (stereo not given)	0.0	6	i
CN1CCc2c(sc3c2c(=O)n(-c2ccccc2)c2nnc(SCc4ccc(Cl)cc4)n32)C1	0.6	25	i
O=C(O)c1cc(S(=O)(=O)N(Cc2ccccc2)c2ccccc2)ccc1Cl	-0.3	7	i
O=S(=O)(NCc1ccccc1Br)c1ccccc1Br	-2.1	10	/
COc1ccc(NCC(=O)Nc2ccccc2C#N)cc1Cl	-0.2	3	i
CC(C)c1nnc(SCC(=O)NCc2ccc3c(c2)OCO3)n1C	-0.7	11	i
O=C(CN1CCCCCC1)Nc1ccc(S(=O)(=O)N2CCOCC2)cc1	-0.7	22	i

OX1R FRET antag: hit marks shown above.
SMILES	STK33 inh	OX1R FRET antag	KCNQ2 block
O=C(CNc1ccccc1)N/N=C/c1ccc([N+](=O)[O-])o1	-0.9	51*	i

Compound activity (PubChem BioAssay)
